Source: PubChem
SKN-1 inh – C. elegans SKN-1 inhibition; C. elegans VP596 Pgst-4::GFP/RFP ratio, acrylamide-induced, 24 h; inhibition, % at 21.8 µM; 360,000 compounds, 0.49% hits; AID 624304;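 active = interference check ratio from 0.5 to 1.5 plus GFP to RFP signal ratio inhibition reaching or exceeding a fixed threshold, cut at about 30% in these data, passing the limit was not always enough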; note: some compounds called inactive have numbers as strong as hits
bovine MsrA act – activators of bovine methionine sulfoxide reductase A | activation, % at 10.6 µM | purified bovine MsrA, absorbance read-out | 360,000 compounds, 0.3% hits; in the data active = activation above about 7.5%;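 note: 0% = vehicle and 100% = reference activator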
MT1-MMP act inh – MT1-MMP (human) activation inhibition | HT1080 RFP-PRO-GFP cells, GFP/RFP ratio fluorescence, overnight; percent of plate control window, DMSO zero | GFP/RFP ratio change, % at 20 µM | 360,000 compounds, 0.061% hits | AID 651647;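 active = GFP/RFP ratio change of at least 30% with cell ATP level not reduced by more than half and red fluorescence within 50% of control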; note: strong numbers were not always called active
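Read-out: GFP/RFP fluorescence ratio; Test system: RFP-PRO-GFP reporter HT1080 cells; Compound dosing: single-point 20 µM compound, 1% DMSO; Times: overnight compound exposure at 37 °C.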
FAS TE block – inhibitors of human fatty acid synthase thioesterase domain; P49327; recombinant FAS-TE, OMFH fluorogenic substrate, fluorescence endpoint; inhibition, % at 15 µM; 360,000 compounds, 0.67% hits; AID 602261;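 active = compounds whose normalised, plate-corrected inhibition of enzyme fluorescence in the single-dose primary screen is 50% or more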;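 note: 0% = DMSO with enzyme and 100% = substrate without enzyme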
MLLE-PAM2 inh – blocks PAM2 peptide binding to the PABP1 MLLE domain; AID 588489; P11940; GST-MLLE / FITC-PAM2 fluorescence polarization; 360,000 compounds, 0.36% hits; inhibition, % at 20 µM; in the data active = inhibition above about 35%, passing the limit was not always enough;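 note: plate controls were DMSO wells with GST-MLLE for no effect and wells lacking GST-MLLE protein for full effect; some results filed as inactive read as strong as hits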
Tb MetRS inh – Trypanosoma brucei MetRS inhibition | AID 624268 | purified T. brucei MetRS, ATP depletion, Kinase-Glo luminescence | inhibition, % at 11.9 µM | 360,000 compounds, 0.4% hits;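 active = inhibition above a per-plate cutoff of the control wells' mean inhibition plus 3 SD, cut at about 5.5% in these data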;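 note: 0% = DMSO wells median and 100% = median of wells with control inhibitor compound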
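System: purified T. brucei MetRS enzyme / Detection: Kinase-Glo luciferase luminescence reporting remaining unconsumed ATP / Medium: HEPES buffer with MgCl2, KCl, DTT, spermine, BSA, pyrophosphatase / Replication: singlicate, one well per compound / Evaluation: percent inhibition relative to median high and low control wells / Schedule: 2 h aminoacylation at 25 °C after 15 min preincubation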
eLon inh – inhibits E. coli Lon protease | P0A9M0 | purified E. coli Lon protease, fluorescence polarization | inhibition, % at 7.94 µM | 360,000 compounds, 0.42% hits | AID 602123; in the data active = inhibition above about 13%, passing the limit was not always enough;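 note: 0% = enzyme with probe and DMSO and 100% = no enzyme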
NRP1-CendR mod – modulators of CendR peptide binding to human neuropilin-1; O14786; FAM-RPARPAR peptide binding to NRP-1, fluorescence polarization; inhibition, % at 25 µM; 360,000 compounds, 0.85% hits; AID 602438;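 active = inhibition or corrected inhibition above about 18%, plus a signal ratio from 0.5 to 1.5, limit read from the data, passing the limit was not always enough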; note: strong numbers were not always called active
Target sequence (O14786 whole entry, looked up): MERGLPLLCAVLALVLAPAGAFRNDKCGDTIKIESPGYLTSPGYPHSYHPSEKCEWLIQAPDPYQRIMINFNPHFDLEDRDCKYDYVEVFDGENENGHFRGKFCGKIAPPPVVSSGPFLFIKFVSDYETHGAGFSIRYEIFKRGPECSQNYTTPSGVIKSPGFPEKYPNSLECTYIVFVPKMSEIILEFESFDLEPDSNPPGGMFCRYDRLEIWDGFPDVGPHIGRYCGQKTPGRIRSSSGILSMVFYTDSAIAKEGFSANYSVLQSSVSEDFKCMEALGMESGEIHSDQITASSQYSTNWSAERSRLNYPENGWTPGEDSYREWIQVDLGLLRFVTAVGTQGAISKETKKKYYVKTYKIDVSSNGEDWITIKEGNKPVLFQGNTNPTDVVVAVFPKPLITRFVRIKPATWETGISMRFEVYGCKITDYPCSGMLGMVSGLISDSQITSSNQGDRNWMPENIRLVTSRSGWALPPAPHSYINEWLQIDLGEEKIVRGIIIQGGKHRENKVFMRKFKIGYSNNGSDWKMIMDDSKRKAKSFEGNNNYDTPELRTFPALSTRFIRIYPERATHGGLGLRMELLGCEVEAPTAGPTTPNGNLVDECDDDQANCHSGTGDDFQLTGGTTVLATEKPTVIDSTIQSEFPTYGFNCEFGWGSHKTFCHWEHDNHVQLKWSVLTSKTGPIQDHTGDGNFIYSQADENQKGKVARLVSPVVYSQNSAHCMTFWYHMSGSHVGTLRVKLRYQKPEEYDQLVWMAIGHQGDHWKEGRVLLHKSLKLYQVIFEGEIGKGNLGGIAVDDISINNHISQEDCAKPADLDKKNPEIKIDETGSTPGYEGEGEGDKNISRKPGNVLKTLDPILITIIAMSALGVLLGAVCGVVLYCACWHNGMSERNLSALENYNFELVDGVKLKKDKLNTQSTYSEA
MsrA inhibitor – inhibitors of bovine MsrA; 360,000 compounds, 0.75% hits; AID 651718; purified bovine MsrA, absorbance read-out; inhibition, % at 15.5 µM; in the data active = inhibition above about 4.5%;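 note: 0% = vehicle wells with enzyme and 100% = reference inhibitor wells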
The depositor's hits bear a star; / = not tested or not shown.

SMILES	SKN-1 inh	bovine MsrA act	MT1-MMP act inh	FAS TE block	MLLE-PAM2 inh	Tb MetRS inh	eLon inh	NRP1-CendR mod	MsrA inhibitor
Cc1ccc(S(=O)(=O)N(C)c2ccc3ccccc3c2)cc1	11	-3	0	21	6	-0.3	2	-3	0.5
COc1ccccc1C(=O)NNC(=O)c1ccc(NC(=O)C(C)C)cc1	5	-3	4	-5	6	-0.8	-2	7	-0.5
O=C(Nc1ccccc1)Nc1ncc(C(F)(F)F)cc1Cl	10	0	-3	0	-4	0.5	-12	-5	-0.9
CN1CCN(C(=O)CN(C2CCCCC2)S(=O)(=O)c2ccccc2)CC1	1	-1	-3	-2	1	-0.6	5	-4	1.0
C=CCn1c(=O)c2c(nc(-c3ccc(S(=O)(=O)O)cc3)n2C)n(C)c1=O	-9	1	1	-5	-3	-0.4	6	8	-0.8
CCOc1ccccc1-c1nc(-c2ccc(NC(=O)Cc3ccc(OC)cc3)cc2)no1	9	-5	4	12	-10	-1.3	1	4	1.3
CCCC(=O)Nc1cc2c(cc1C(=O)c1ccccc1)OCCO2	-6	-5	2	6	-10	-1.0	-9	-12	-0.4
Cc1c(C(=O)N2CCCCC2)c(S(=O)(=O)NCCc2ccc(S(N)(=O)=O)cc2)c(C)n1C	34	0	-1	-7	-17	0.2	-12	2	0.8
CCOC(=O)c1sc(=NC(=O)c2cc(OC)c(OC)c(OC)c2)n(C)c1C	15	-1	7	-8	12	-0.7	-2	5	-0.9
Cc1nc(S(=O)(=O)N2CCOCC2)c(C#N)c(C)c1Cl	-25	-4	-2	4	-9	-0.3	-3	5	0.0
O=C(Nc1ccccc1C(=O)N/N=C/c1ccc(F)cc1)c1ccccc1Br	-3	-6	6	17	0	0.7	-8	-2	0.1
O=C(c1ccc2snnc2c1)N1CCN(c2ccccn2)CC1	-10	3	-1	-1	7	0.3	-7	5	1.2
CCN(CC(=O)NCc1cccs1)C(=O)c1ccc(Cl)c(Cl)c1	2	0	3	13	9	-0.3	3	6	0.2
Cc1cc(=O)[nH]c(/N=C(\N)Nc2ccc(Oc3ccccc3)cc2)n1	-12	-1	10	4	-11	-0.1	-8	-3	1.0
O=C(NNC1CC(=O)N(c2ccc(Br)cc2)C1=O)c1cccs1 (centres undefined)	8	-7	1	-5	3	-0.2	0	12	-0.2
CC(C)(C)c1csc(NC(=O)Cn2c(=O)oc3ccccc32)n1	-2	-3	-2	3	19	-0.7	1	-9	-0.8
COc1ccccc1C1NC(=O)CCC1[N+](=O)[O-] (centres undefined)	10	-2	2	-4	-2	0.7	-4	6	-0.3
O=c1c(Cc2ccccc2)c(O)ccn1CCc1cnc[nH]1	-13	-6	-5	0	2	-0.1	-2	1	-0.2
O=C(CCC(=O)N1CCN(c2ccc(F)cc2)CC1)N1CCN(c2ccc(F)cc2)CC1	-5	1	2	-2	12	0.5	-3	-2	-0.9
CCOC(=O)c1ccccc1NC(=O)C1CCN(c2ncnc3sc(C)c(C)c23)CC1	-10	-11	/	25	0	-0.3	-8	-11	/
CCNc1nc(NCC)n2c(SCC(=O)Nc3ccccc3F)nnc2n1	2	-3	-4	-7	10	0.0	5	-8	0.1
O=C(Nc1ccc(C2CC2(Cl)Cl)cc1)c1ccccc1Br (centres undefined)	47*	-4	2	23	13	0.6	6	-2	1.8
COc1ccc(NC(=O)CCSc2ccc(C)cc2)cc1S(=O)(=O)Nc1ccccc1Cl	-5	-5	2	31	18	-0.6	13	6	1.8
CCOC(=O)CSc1nc2ccccc2c(=O)n1NC(=O)c1ccccc1	-6	-15	-1	-7	4	-1.5	7	3	0.5
O=C(CN1CCN(c2ccc([N+](=O)[O-])cc2)CC1)c1ccccc1	18	0	1	4	8	-0.6	-2	11	1.3
O=C1CN(C(=O)CSc2nncn2-c2ccccc2)c2ccccc2N1	5	-3	10	-8	-27	0.5	-4	-2	-0.3
Cc1ccc(NC(=O)CN(C)C(=O)Cc2ccccc2F)cc1	8	-5	-1	-4	3	0.2	-4	9	-0.1
O=C(CCc1ccccc1)NCC(c1ccco1)N1CCc2ccccc21 (centres undefined)	19	-2	-1	9	5	-0.2	3	12	-0.6
O=C1CCN(CCc2ccccc2)CCN1[C@H](CSc1ccccc1)c1ccccc1	7	-2	-5	16	18	-0.3	-2	11	0.5
O=c1oc2ccc(Br)cc2cc1S(=O)(=O)c1ccc(F)cc1	6	-3	-16	-8	-120	-0.6	-1	6	/
CCOc1ccc(S(=O)(=O)N2CCN(C(=O)COc3ccc(Br)cc3)CC2)cc1	-13	-12	3	29	-3	-0.5	6	-1	-0.2
CCc1sc(NC(=O)CCC(=O)O)nc1-c1cc2ccccc2oc1=O	3	1	0	2	4	0.2	-11	8	2.0
CC(C)(C)NC(=O)NC(=O)Cn1ccsc1=N	9	-3	3	-13	-77	-0.3	4	-3	0.5
CC(NC(=O)Cc1ccccc1)C(=O)O (centres undefined)	0	-1	3	-6	-2	-0.1	6	-8	-1.3
COc1cccc(C(=O)Nc2ccc(F)cc2F)c1	14	0	0	-2	3	-0.5	-9	17	-0.6
c1ccc(OCc2noc(CN3CCC(C4CCCCC4)C3)n2)cc1 (centres undefined)	-1	-3	-10	27	6	0.1	-15	0	0.3
Cc1ccc(C(=O)Nc2nc3ccc(S(C)(=O)=O)cc3s2)o1	13	0	3	-8	4	-3.6	2	0	4.3
Cc1cc(OCc2ccc(C(=O)n3cccn3)o2)ccc1Cl	26	1	3	11	5	0.2	6	-18	0.3
Cc1onc(-c2ccccc2Cl)c1C(=O)NCc1ccc(F)cc1	5	-2	-6	2	12	0.4	4	10	0.2
O=C(NC1(C(F)(F)F)C(=O)Nc2c1c(=O)[nH]c(=O)n2-c1ccccc1)c1ccncc1 (centres undefined)	4	-7	-1	-8	-7	-1.4	-1	2	1.4
CCN(CC)C(=O)Cn1cc(S(=O)(=O)CC(=O)N2CCCCCC2)c2ccccc21	1	-8	2	-6	1	-0.7	3	1	-0.4
O=C(Cc1c(F)cccc1Cl)Nc1ccc(S(=O)(=O)Nc2nccs2)cc1	17	-3	-1	-6	10	0.3	-1	4	-0.5
COc1ccc(C2=NOC(Cn3nc(C(=O)NCc4ccc5c(c4)OCO5)cc3-c3ccccc3)C2)cc1 (centres undefined)	-2	-5	6	21	10	-0.3	9	2	1.1
CC(C)(C)OC(=O)CNC(=O)c1nc[nH]c1C(=O)N1CCN(c2ccccc2)CC1	11	-9	2	-11	8	-0.4	-10	-4	0.6
CCCCn1c(N)c(N(CC(C)C)C(=O)C2CCN(S(=O)(=O)c3ccc(OCC)cc3)CC2)c(=O)[nH]c1=O	-11	-7	2	1	-3	-0.9	6	14	-1.1
COc1ccc(C/C(N)=N/n2cnnc2)cc1Cl	-23	-10	3	-5	-7	1.0	4	1	1.0
CCC(=O)N1CCCC1(C)C(=O)Nc1ccc(OC(F)F)cc1 (centres undefined)	6	-2	-1	-3	6	0.0	-7	-7	2.2
COc1cc(S(=O)(=O)N2CCN(C(=O)c3ccccc3)CC2)c(OC)cc1Br	5	-3	2	0	3	0.0	-1	4	0.2
CCOC(=O)c1nn(-c2ccc(Cl)cc2)c2nnc(Cc3ccccc3)c(=O)n12	17	-2	-1	8	-10	-0.3	-8	-3	0.5
O=S(=O)(Nc1cccnc1Cl)c1ccc(F)cc1	11	-1	-1	2	-4	0.0	4	6	0.6
COc1ccc(NC(=O)C(F)(F)F)cc1OC	15	-2	1	-8	6	-0.4	-5	2	0.6
CCCCC(CC)CNC(=O)c1cc2ccccc2c(=O)o1 (centres undefined)	5	-7	8	13	1	-1.0	1	2	2.0
O=C1CC(NS(=O)(=O)c2ccc3ccccc3c2)CN1c1ccccc1 (centres undefined)	-9	-8	2	7	-1	-0.6	0	8	-1.3
Cc1cc(NC(=O)COc2c(C)cccc2C)no1	-8	-3	2	-5	6	-0.2	-9	9	-0.5
Nc1nnc(CC(=O)NCc2ccccc2)s1	-1	1	-2	-3	-6	-0.8	4	13	1.2
Cc1oc2c(c1C(=O)NCCO)CCCC2	6	0	3	-8	20	-0.4	-4	-4	-0.4
COc1ccc(NC(=O)Nc2cc(C)ccc2F)cc1	10	-1	0	5	7	-0.6	-12	3	0.5
Cc1cccc(NC(=O)c2nc[nH]c2C(=O)NCCCCCNC(=O)OC(C)(C)C)c1	7	0	0	10	-3	-0.3	4	-2	-1.3
COc1ccc(OC)c(S(=O)(=O)N2CCCC(C(=O)NC3CC3)C2)c1 (centres undefined)	-17	-1	1	-4	-2	0.3	5	-1	-0.4
COCCNC(=O)/C(C#N)=C/c1c(N2CCN(c3ccccc3)CC2)nc2c(C)cccn2c1=O	12	0	-1	16	17	-0.4	11	11	-0.6

The listing continues.
SMILES	SKN-1 inh	bovine MsrA act	MT1-MMP act inh	FAS TE block	MLLE-PAM2 inh	Tb MetRS inh	eLon inh	NRP1-CendR mod	MsrA inhibitor
COc1ccc(NC(=O)COC(=O)C(CC(C)C)N2C(=O)C3CC=CCC3C2=O)cc1Cl (centres undefined)	11	-5	-1	-11	0	-0.5	-4	2	-0.4
O=C1CC(C(=O)Nc2ccc(C(=O)O)cc2)C(c2ccccc2)O1 (centres undefined)	-9	-4	-4	-8	12	-0.7	0	-3	1.3
CCCS(=O)(=O)c1csc(C(=O)OC)c1N	-2	-2	0	-2	-8	-0.1	1	-2	0.8
COC(=O)CN1C(=O)COc2ccc(S(=O)(=O)N3CCOCC3)cc21	-8	-1	-2	-4	2	-0.4	9	7	-0.3
COc1cccc2cc(/C(C)=N/NC(=O)c3ccco3)oc12	9	-2	4	-2	-9	-0.9	-3	5	4.5
CC(C)NC(=O)Nc1nnc([C@H]2C[C@H](O)[C@@H](CO)O2)s1	-6	-3	5	-8	6	-0.1	-4	-1	0.2
CC1(C(=O)NCc2ccc(F)c(F)c2)Cc2c(-c3cccc(C(F)(F)F)c3)ccnc2O1 (centres undefined)	1	5	1	24	-13	-0.2	-3	-14	-1.6
O=C(c1ccco1)N1CCC(c2nc3c(nnn3Cc3ccc(F)cc3)c(=O)[nH]2)CC1	13	0	5	-5	2	-0.3	-3	3	0.3
C[C@@H]1CCCCO[C@H](CN(C)C(=O)Nc2ccc3c(c2)OCO3)[C@H](C)CN([C@@H](C)CO)C(=O)c2cc(NS(=O)(=O)c3ccc(Cl)cc3)ccc2O1	10	-1	4	59*	-10	-0.1	-9	-11	0.3
Cc1ccnc(NS(=O)(=O)c2ccc(NC(=O)c3cc(-c4ccc(Br)cc4)nc4ccccc34)cc2)n1	16	-5	-3	-8	-7	-1.2	-4	-23	-0.4
CCOC(=O)c1c(C)nc2sc(C(=O)Nc3ccc(OC)cc3)c(N)c2c1-c1ccc(OC)cc1	-3	0	-5	31	21	-1.0	6	7	0.2

Arranged by number of heavy atoms (largest number first): 3 of the compounds above.
SMILES	SKN-1 inh	bovine MsrA act	MT1-MMP act inh	FAS TE block	MLLE-PAM2 inh	Tb MetRS inh	eLon inh	NRP1-CendR mod	MsrA inhibitor
Cc1ccnc(NS(=O)(=O)c2ccc(NC(=O)c3cc(-c4ccc(Br)cc4)nc4ccccc34)cc2)n1	16	-5	-3	-8	-7	-1.2	-4	-23	-0.4
CC1(C(=O)NCc2ccc(F)c(F)c2)Cc2c(-c3cccc(C(F)(F)F)c3)ccnc2O1 (centres undefined)	1	5	1	24	-13	-0.2	-3	-14	-1.6
COC(=O)CN1C(=O)COc2ccc(S(=O)(=O)N3CCOCC3)cc21	-8	-1	-2	-4	2	-0.4	9	7	-0.3

Not a hit list (roughly 4% active in at least one column).
